OX1R antag-1: antagonists of human orexin 1 receptor; AID 434989; CHO/OX1R cells, Fluo-8 calcium fluorescence, orexin A; O43613; 330,000 compounds, 0.43% hits; inhibition, % at 5 µM;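 active = inhibition above its plate's threshold, mean inhibition of all tested compounds on the plate plus 3 SD, cut at about 37% in these data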;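 also: 0% = orexin A challenge wells and 100% = SB-334867-A antagonist wells; not every result past the cut was called active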
Target sequence (O43613 whole entry, looked up): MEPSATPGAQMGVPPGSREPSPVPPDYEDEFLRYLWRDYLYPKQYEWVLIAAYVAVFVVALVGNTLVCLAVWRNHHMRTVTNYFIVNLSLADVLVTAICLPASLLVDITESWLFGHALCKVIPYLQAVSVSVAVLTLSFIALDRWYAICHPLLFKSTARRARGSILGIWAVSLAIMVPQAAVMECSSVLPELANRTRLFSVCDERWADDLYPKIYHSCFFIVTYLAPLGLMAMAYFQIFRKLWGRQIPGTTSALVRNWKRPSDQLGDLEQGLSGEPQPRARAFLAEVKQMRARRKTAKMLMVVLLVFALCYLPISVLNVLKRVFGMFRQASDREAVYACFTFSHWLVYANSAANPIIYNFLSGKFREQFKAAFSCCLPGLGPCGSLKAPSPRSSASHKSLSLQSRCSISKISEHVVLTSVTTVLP
OX1R antag-2: OX1R (human) antagonism. OX1R-expressing cells, FRET antagonist read-out. O43613. inhibition, % at 6.6 µM. 330,000 compounds, 1.8% hits. AID 485270; in the data active = inhibition mostly above about 38%, no sharp cut-off; inactive = mostly below about 40%;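 also: 0% = agonist challenge alone and 100% = reference antagonist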
* hit, by the source's call.

SMILES	OX1R antag-1	OX1R antag-2
CCOCCCNC(=O)C1(O)c2ccccc2NC(=O)N1c1ccc(Cl)c(Cl)c1 (centres undefined)	-32	8
COc1ccc(NS(=O)(=O)c2ccc3c(c2)CCCN3C(C)=O)cc1	-21	14
COc1ccccc1NC(=O)Oc1ccc(C(C)=O)cc1	-11	18
CC(NC(=O)CN1C(=O)NC(c2ccccc2)(c2ccccc2)C1=O)c1cccs1 (centres undefined)	7	11
O=C(O)CC(=O)Nc1cc(Cl)ccc1O	-13	7
Cc1noc(NC(=O)c2ccccc2C(F)(F)F)c1C#N	6	6
COC(=O)c1ccc(-c2noc(CN(C)CC3CCCCO3)n2)cc1 (centres undefined)	-17	5
CN(C)/C=N/c1nc(Sc2ccc(C(F)(F)F)cc2[N+](=O)[O-])n[nH]1	-26	12
CCOC(=O)c1c(S(=O)(=O)N2CCCC(C)C2)c(C)n(C)c1C (centres undefined)	-30	11
CC(=O)c1c(N2CCN(C)CC2)nc(=S)n(-c2cc(C)ccc2C)c1C	-12	11
O=C(C1=C(O)C(=O)N(Cc2ccccc2)C1c1cccnc1)c1ccco1 (centres undefined)	-3	5
COc1ccc(S(=O)(=O)NCCc2c[nH]c3ccc(Cl)cc23)cc1	-13	16
CC(=O)NCC(=O)OCC(=O)c1ccc(Cl)cc1	-1	9
COc1ccc(CCN2C(=O)C3C4CC(C5C(C(=O)O)=NOC45)C3C2=O)cc1OC (centres undefined)	8	22
COC(=O)c1ccc(NC(=S)NCCC2=CCCCC2)cc1	21	3
CN(CCC#N)C(=S)Nc1ccc(Oc2ccccc2)cc1	-10	12
COC(=O)C(C(=O)NCC1CCCO1)C1CCCC1 (centres undefined)	-5	5
Cn1nc(C(=O)NCc2ccccc2Cl)c2c1-c1ccccc1S(=O)(=O)C2	-2	24
O=C(c1cccc(C(F)(F)F)c1)N1CCN(c2cc(=O)[nH]nc2-c2ccccc2)CC1	-27	18
Cc1cc(CN2CCCC(N3CCc4ccccc4C3)C2)cc(C)c1O (centres undefined)	-23	8
COc1ccc(NC(=O)CN2C(=O)NC(C)(c3ccccc3)C2=O)cc1Cl (centres undefined)	-18	17
CN1CCC(=NNC(=O)C(=O)NCc2ccccc2)CC1	-18	12
Cc1ccc(Cl)cc1NC(=O)N[C@@H](C)C(=O)O	-4	13
O=S(=O)(C=C(c1ccccc1)c1ccccc1)c1ccccc1	43*	42
O=C(COc1ccc(S(=O)(=O)N2CCCC2)cc1)N1CCCCC1	-24	14
O=c1c2ccccc2c(C=NCCCN2CCOCC2)c(O)n1Cc1ccccc1	-27	25
CCCC(=O)NC(=S)Nc1ccc(Cl)cn1	-17	12
O=C(c1cccc(F)c1)N1CCN(CC2CC3C=CC2C3)CC1 (centres undefined)	-11	5
Cc1ccc(NC(=O)N2CCCCCC2)cc1	-15	4
Cc1ccc(C(=O)N2CCN(c3ccc(Cl)cc3)CC2)cc1	-25	13
Cc1ccc(-c2cccc(C3CC=CC4C3C(=O)N(Cc3ccccc3)C4c3cc(C)ccc3F)c2)cc1 (centres undefined)	-20	29
COCCNC(=O)CSc1nc2nc(C)cc(C)n2n1	10	9
CC(=O)c1cc(-c2ccccc2)[nH]c1N1CCCC1	-18	24
O=C(Nc1nc(-c2ccccc2)c(-c2ccccc2)o1)c1ccc(F)cc1	-7	25
COC(=O)c1cn(NC(=O)Cc2cccc(OC)c2)c(=O)c2ccccc12	-21	72*
COC(=O)C1=C[C@@H](C(=O)OC)[C@@H]2C3=C(C(=O)C2(C)C)[C@H](c2ccccc2)[C@@H]2C(=O)N(C)C(=O)[C@@H]2[C@@H]3C1	-33	24
O=C(Nc1nnc(-c2ccccc2F)s1)C1CCCO1 (centres undefined)	-16	24
Cc1c(C(=O)OC2CCCC2)[nH]c2c1C(=O)CC(c1ccco1)C2 (centres undefined)	-25	28
O=C(Nc1nnc(Cc2ccccc2)s1)c1cccs1	6	6
CCOc1cc(C(=O)Nc2ccc(S(=O)(=O)Nc3nnc(CC)s3)cc2)cc(OCC)c1OCC	-14	8

Not a retest: an excerpt of the list.
SMILES	OX1R antag-1	OX1R antag-2
COc1ccc(NC(=O)CN2C(=O)NC(C)(c3ccccc3)C2=O)cc1Cl (centres undefined)	-18	17
CN1CCC(=NNC(=O)C(=O)NCc2ccccc2)CC1	-18	12
Cc1ccc(Cl)cc1NC(=O)N[C@@H](C)C(=O)O	-4	13
O=S(=O)(C=C(c1ccccc1)c1ccccc1)c1ccccc1	43*	42
O=C(COc1ccc(S(=O)(=O)N2CCCC2)cc1)N1CCCCC1	-24	14
O=c1c2ccccc2c(C=NCCCN2CCOCC2)c(O)n1Cc1ccccc1	-27	25
CCCC(=O)NC(=S)Nc1ccc(Cl)cn1	-17	12
O=C(c1cccc(F)c1)N1CCN(CC2CC3C=CC2C3)CC1 (centres undefined)	-11	5
Cc1ccc(NC(=O)N2CCCCCC2)cc1	-15	4
Cc1ccc(C(=O)N2CCN(c3ccc(Cl)cc3)CC2)cc1	-25	13
Cc1ccc(-c2cccc(C3CC=CC4C3C(=O)N(Cc3ccccc3)C4c3cc(C)ccc3F)c2)cc1 (centres undefined)	-20	29
COCCNC(=O)CSc1nc2nc(C)cc(C)n2n1	10	9
CC(=O)c1cc(-c2ccccc2)[nH]c1N1CCCC1	-18	24
O=C(Nc1nc(-c2ccccc2)c(-c2ccccc2)o1)c1ccc(F)cc1	-7	25

Later entries
SMILES	OX1R antag-1	OX1R antag-2
C/C(=N/NC(=O)c1cccs1)c1ccco1	-2	27
CCc1c(C)c2ccc(O)c(CN(C)C)c2oc1=O	-6	14
NC(=O)[C@@H]1CC2(CC(c3cccc(NC(=O)[C@@H]4CCC(=O)N4)c3)=NO2)CN1C(=O)Cc1ccc([N+](=O)[O-])cc1 (some centres undefined)	-7	32
CC(NC(N)=O)C(=O)OCC(=O)c1ccc(-c2ccccc2)cc1 (centres undefined)	0	11
CCOc1ccc(Nc2nc(Cc3nnc(SCC(=O)NCc4ccco4)n3CC)cs2)cc1	-8	7
COc1cccc(N2C(=O)C3CCCN3C2c2ccc(F)cc2)c1 (centres undefined)	-19	9
CN1CCN(c2nc(-c3cc4ccccc4o3)cs2)CC1	23	2
Cc1nnc(NC(=O)CN2CC(C)OC(C)C2)s1 (centres undefined)	-4	1
O=C(OCC1CC(c2ccccc2)=NO1)c1ccco1 (centres undefined)	-3	-3
CC(OC(=O)C1CCCC1)C(=O)Nc1ccc(C(N)=O)cc1 (centres undefined)	-12	4
Cc1cccc(C)c1NC(=S)NCCSc1ccc(Cl)cc1	-20	28
CCOC(=O)C1(CCOC)CCN(C(=O)c2sccc2C)CC1	-23	8
CNC(=O)c1c(C)nc(SCC(=O)NCc2ccc(OC)cc2)c(C#N)c1-c1ccco1	-33	19
CC(/C=N/n1cnnc1)=C\c1ccccc1	0	15
Cc1cc(C(=O)Nc2ccc3c(c2)CCC3)ccc1[N+](=O)[O-]	13	45*
COc1ccc(CC(=O)OCC(=O)Nc2ccc3c(c2)OCO3)cc1	-15	5
CCO[C@@H]1OC(C(=O)N2CCN(Cc3ccc4c(c3)OCO4)CC2)=C[C@H](c2csc3ccccc23)[C@H]1CCCO	-20	21
Nc1ccc(N=Nc2ccccc2)c2cccnc12	-44	9
Cc1ccccc1C(=O)N1CCN(c2ccc(NC(=O)c3ccc([N+](=O)[O-])o3)cc2)CC1	3	23
Cc1cccc2c(N=Nc3ccccc3)c(O)[nH]c12	-8	7
CCC(=O)Nc1ccc(Cl)c(NC(=O)c2ccc([N+](=O)[O-])cc2)c1	-15	36
Cc1ccc(NC(=O)CN2CC(C)SC2=NC2CCCCC2)cc1 (centres undefined)	-38	-5
O=C(NC1CC1)C1=C[C@H](C2CC2)C[C@H](OCCCCO)O1	-8	6
O=C1c2ccccc2C(=O)N1C/C=C/c1ccccc1	-17	25
CCOc1cc2c3c(c1)C1(Nc4ccccc4S1)C(=O)N3C(C)(C)CC2C (centres undefined)	-18	0
CC1(CCC(=O)N2CCCC(N3CCN(c4ccc(F)cc4)CC3)C2)CC1 (centres undefined)	-33	10
COc1cccc(N2CCN(C(=O)CCNS(=O)(=O)c3ccc4c(c3)c(=O)n(C)c(=O)n4C)CC2)c1	-32	9
COCCNC(=O)c1cc(-c2ccc(OC)c(OC)c2)on1	-13	8
C#CCOCCOCCOCCNc1nc(N2CCN(C(=O)[C@H]([C@@H](C)CC)n3cc([C@@H](N)CC(C)C)nn3)CC2)nc(N2CCN(C(=O)[C@H]([C@@H](C)CC)n3cc([C@@H](N)CC(C)C)nn3)CC2)n1	-6	22
CCOc1ccc(N(CC(=O)NCC2CCCO2)S(=O)(=O)c2ccc(SC)cc2)cc1 (centres undefined)	-20	9
Cc1ccc(-c2noc(CCC(=O)NC3CCCc4ccccc43)n2)cc1 (centres undefined)	-18	56
Cc1ccc(-c2cc3nc(-c4ccccc4)cc(N4CCC5(CC4)OCCO5)n3n2)cc1	39	40
Cc1cc(/C=C2/SC(=S)N(c3ccc([N+](=O)[O-])cc3)C2=O)c(C)n1-c1cccnc1	-3	18
COc1ccc2oc(C(=O)OCC(=O)N3CCN(S(=O)(=O)c4ccccc4)CC3)c(C)c2c1	-21	10
COc1cccc(OC)c1C(=O)Nc1cc2c(cc1N1CCOCC1)n(C)c(=O)n2C	-14	9
O=C(O)CC1(CC(=O)N2CCOCC2)CCCC1	0	9
O=C(NNC1CC(c2ccccc2)=NN1C(=O)c1ccccc1)c1ccccc1 (centres undefined)	-29	13
COc1cccc(C2Nc3ccccc3NC3=C2C(=O)CC(C)(C)C3)c1OC (centres undefined)	-20	6
Cn1c(NC(=O)/C=C/c2c(F)cccc2Cl)cc(=O)n(C)c1=O	-20	22
O=C(NCC1(c2ccccc2)CCOCC1)c1cccs1	-7	12
COC(=O)c1nnn(-c2nonc2N)c1COc1ccc(C=O)cc1OC	-5	6
Cc1ccc(-n2c3c(c(=O)[nH]c2=O)C(C(F)(F)F)(C(F)(F)F)NC(=O)N3)cc1	-2	13
CCc1ccccc1NC1Nc2cc(C)nn2S1 (centres undefined)	6	12
CSC1=N/C(=C\c2ccccc2Cl)C(=O)N1N(C)C	-19	7
COc1ccc(OC)c(NS(=O)(=O)Cc2ccccc2)c1	-1	4
CCOC(=O)C(C(=O)OCC)N(C#N)c1nc(OC)nc(N(C)C)n1	-2	6
Cn1nc(C(=O)NC2CCCN(Cc3ccccc3F)C2)c2ccccc2c1=O (centres undefined)	-28	23
CCOc1ccc(NC(=O)COC(=O)C2CC2C)cc1 (centres undefined)	-23	13
O=S(=O)(NCC1CCCO1)c1ccc(S(=O)(=O)N(Cc2ccc(F)cc2)C2CCCCC2)cc1 (centres undefined)	-9	2
O=C(NCc1ccc(OC(F)(F)F)cc1)C1CC2Cn3c(nc4ccccc43)C2N1Cc1ccccc1 (centres undefined)	-47	12
COCCNC(=O)C1CC(c2ccc([N+](=O)[O-])cc2)=NO1 (centres undefined)	-1	69*
Cc1ccc(SCc2nnc(N)s2)cc1	-15	9
COc1ccc2[nH]c(=O)c(CN(CC3CCCO3)S(=O)(=O)c3ccccc3)cc2c1 (centres undefined)	-21	15
COc1cc(-c2nc(CN3CCN(CC(C)C)C(=O)[C@@H]3C)c(C)o2)ccc1F	-36	9
COc1ccc(OC)c(S(=O)(=O)N2CCC(c3nc4ccccc4[nH]3)CC2)c1	-21	22
CCOC(=O)N1CCN(C2OC(=O)c3ccccc32)CC1 (centres undefined)	-4	13
COc1ccc(CCC(C)Nc2ccc(F)c(F)c2)cc1 (centres undefined)	-13	7
COc1ccc(-c2[nH]ncc2/C=C(/C#N)C(=O)NC2CCCCC2)cc1	-23	33
Cc1sc(NC(=O)CSc2nc(N)cc(N)n2)c(C#N)c1C	-11	9
CC12CC(NC(=O)N1c1cccc(C(=O)Nc3ncn[nH]3)c1)c1ccccc1O2 (centres undefined)	-15	28

An excerpt of these results, with two lines to a compound:
Every second line gives: OX1R antag-1, OX1R antag-2
> CCOc1ccc(NC(=O)COC(=O)C2CC2C)cc1 (centres undefined)
→ -23, 13
> O=S(=O)(NCC1CCCO1)c1ccc(S(=O)(=O)N(Cc2ccc(F)cc2)C2CCCCC2)cc1 (centres undefined)
→ -9, 2

Next part.
SMILES	OX1R antag-1	OX1R antag-2
N#CC(Cc1cccc(CC(C#N)(c2ccccc2)c2ccccc2)c1)(c1ccccc1)c1ccccc1	11	12
C=CCNC(=S)NNC(=O)c1cccn(Cc2ccc(Cl)c(Cl)c2)c1=O	-8	6
O=C(COC(=O)c1ccccc1Cc1ccccc1)NC1CCS(=O)(=O)C1 (centres undefined)	-4	0
CC(C[N+](C)(C)C)OC(=O)C1(c2ccccc2)CCCC1 (centres undefined)	1	10
O=C(c1ccc(Cl)cc1Cl)N1CCN(c2ccccn2)CC1	-17	16
CCN(CC)S(=O)(=O)c1cc(C(=O)Nc2cc(C)[nH]n2)ccc1Cl	-20	4
Cc1ccc(C2(C)NC(=O)N(CC(=O)NCc3cccc(Cl)c3)C2=O)cc1 (centres undefined)	-9	-6
CCOC(=O)N1CCN(S(=O)(=O)c2cc(Br)cnc2N)CC1	-29	21
O=C(COC(=O)CCCOc1ccc(Cl)cc1Cl)Nc1cccc(Cl)c1	-18	5
Cc1ccc(C(=O)NNC(=S)NC(=O)c2ccc(Cl)cc2)cc1	71*	3
NNC(=O)c1sccc1OCc1ccc(Cl)cc1	-36	40
CCn1c(=N)n(CC(=O)C23CC4CC(CC(C4)C2)C3)c2ccccc21	-27	12
Cc1ccc(CCNC(=O)C2CCCN(c3nc4ccccc4o3)C2)cc1 (centres undefined)	-37	21
O=C(CSc1nccc(=O)[nH]1)NCc1ccco1	-11	7
COc1ccc2nc(NC(=O)c3ccc(NC(=O)C4CCCO4)cc3)sc2c1 (centres undefined)	-8	2
CN1CCN(C(=O)c2cc(C(C)(C)C)cc(C(C)(C)C)c2)CC1	-26	19
O=C(CC1C(=O)NCCN1CCCc1ccccc1)NCCc1ccccc1F (centres undefined)	-1	3
